proKLK7 act – proKLK7 zymogen activators, primary screen, biochemical, fluorescence intensity; Kallikrein-7 (Homo sapiens), P49862; purified proKLK7, EDANS-DABCYL substrate fluorescence; 100% is mature enzyme control, 0% vehicle; activation, % at 7 µM; hit rate 0.9% among 370,000;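 active = activation above the mean of all tested compounds plus 3 SD, computed per campaign excluding outliers beyond control limits, cut at about 13% in these data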
DAX1 inh-1 – DAX1 (NR0B1) inhibitors on StAR promoter, primary screen, cell-based, luminescence, SF-1 (NR5A1), full-length DAX-1; HEK293T StAR-luciferase reporter, SF-1/DAX-1 repression relief; inhibition, % at 6.8 µM; hit rate 1.1% among 370,000; AID 652010, 2013;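 active = inhibition above the mean over all tested compounds plus 3 SD, cut at about 3.6% in these data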;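 also: 0% = DAX-1 cells with DMSO and 100% = cells lacking DAX-1 with DMSO; higher inhibition means more luminescence from relief of DAX-1 repression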
ssDAF12 agonist – S. stercoralis DAF-12 nuclear receptor activators, primary screen, cell-based, luminescence, HEK293, GRIP1 co-expression, lit1-tk-luc. activation, % at 6.8 µM. hit rate 1% among 370,000. HEK293 ssDAF-12/GRIP1 lit1-tk-luc reporter; % of 3 µM dafachronic acid response. Nuclear hormone receptor DAF-12 (Strongyloides stercoralis). AID 652126, 2013;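 active = activation above the mean over all tested compounds plus 3 SD, cut at about 0.9% in these data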;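 also: 0% = DMSO-only wells and 100% = 3 µM delta7-dafachronic acid wells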
hcDAF-12 act – H. contortus DAF-12 nuclear receptor activators, primary screen, cell-based, luminescence, HEK293, lit1-tk-luc reporter; HEK293 hcDAF-12 lit1-tk-luc reporter; 0% DMSO, 100% Δ7-dafachronic acid; hit rate 1.4% among 370,000; activation, % at 6.8 µM;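 active = activation above the mean of all tested compounds plus 3 SD, cut at about 5.5% in these data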;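 also: 100% = response to 3 µM Δ7-dafachronic acid high control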
GC-B act – human GC-B receptor activators, primary screen, HEK293 GC-B cells, cGMP TR-FRET, EC30 CNP; activation, % at 10 µM; hit rate 0.11% among 370,000; 0% at EC30 CNP, 100% saturating CNP;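 active = activation at 10 µM reaching about 35% in either raw or pattern-adjusted values, limit read from the data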
hgDAF12 agonist – H. glycines DAF-12 receptor agonists, primary screen, cell-based, luminescence, HEK293, GAL4 fusion, UAS-luciferase; activation, % at 6.8 µM; Nuclear hormone receptor DAF-12 (Heterodera glycines), GAL4 fusion; AID 687014, 2013; HEK293 GAL4-hgDAF12 UAS-luciferase reporter, agonist luminescence; normalized to butyrate control; hit rate 1.8% among 370,000;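 active = activation above a cutoff set at the mean of all screened compounds plus 3 SD, cut at about 10% in these data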;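 also: 0% = DMSO wells and 100% = sodium butyrate wells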
SMARCA2 act – SMARCA2 (BRM) function activators, primary screen, cell-based, luminescence, high throughput; activation, % at 9.1 µM; hit rate 1% among 370,000; MG213 cells, MMTV-luciferase reporter, dexamethasone, overnight; AID 652017, 2013; in the data active = activation above about 7.8%;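 also: 0% = vehicle wells and 100% = reference activator wells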
FXN GAA850 act – FXN promoter activators, primary screen, cell-based, luciferase luminescence, HEK293 lucGAA850; activation, % at 6 µM; HEK293 lucGAA850 FXN promoter luciferase reporter, 24 h; percent of 10 µM SAHA response; hit rate 0.56% among 360,000;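 active = activation above the average of all compounds screened plus 3 SD, cutoff fixed separately per campaign, cut at about 7.5% in these data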;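 also: 0% = DMSO wells and 100% = 10 µM SAHA wells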
sPLA2-III inh – human group III sPLA2 inhibitors, primary screen, biochemical, QFRET, BODIPY PC-A2 liposome substrate | AID 743126, 2013 | Group 3 secretory phospholipase A2 (Homo sapiens), Q9NZ20 | hit rate 0.56% among 370,000 | inhibition, % at 12.2 µM | QFRET BODIPY PC-A2 liposome hydrolysis, fluorescence;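 active = inhibition above mean plus 3 SD of compounds lying within the high and low control bounds, cut at about 19% in these data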;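 also: 0% = median of test compound wells and 100% = no enzyme DMSO wells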
Target sequence (Q9NZ20 whole entry, looked up): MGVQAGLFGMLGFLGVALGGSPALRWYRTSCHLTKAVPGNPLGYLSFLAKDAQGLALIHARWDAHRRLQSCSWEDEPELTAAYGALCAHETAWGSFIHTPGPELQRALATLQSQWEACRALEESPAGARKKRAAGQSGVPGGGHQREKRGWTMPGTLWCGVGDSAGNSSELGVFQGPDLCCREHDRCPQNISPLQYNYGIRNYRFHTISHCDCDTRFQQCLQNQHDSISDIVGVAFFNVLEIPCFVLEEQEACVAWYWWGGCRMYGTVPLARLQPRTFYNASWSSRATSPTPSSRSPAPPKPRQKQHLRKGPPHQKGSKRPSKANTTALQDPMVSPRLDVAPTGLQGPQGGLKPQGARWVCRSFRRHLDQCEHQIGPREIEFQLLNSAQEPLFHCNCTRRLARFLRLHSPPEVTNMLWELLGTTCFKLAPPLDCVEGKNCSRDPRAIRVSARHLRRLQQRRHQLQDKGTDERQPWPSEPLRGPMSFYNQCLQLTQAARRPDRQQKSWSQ
NPR1 activator – GC-A stimulated cGMP production enhancers – HEK293 GC-A cells, cGMP TR-FRET, EC30 ANP, primary screen. hit rate 0.14% among 370,000. Atrial natriuretic peptide receptor 1 (Homo sapiens), P16066. activation, % at 10 µM. AID 1671463, 2021. 0% at EC30 ANP, 100% saturating ANP; in the data active = activation above about 40%
DAX1 inh-2 – DAX1 (NR0B1) inhibitors, primary screen, cell-based, HEK293, Gal4-DAX1, luciferase luminescence. inhibition, % at 6.75 µM. hit rate 0.99% among 340,000. Nuclear receptor subfamily 0 group B member 1 (Homo sapiens), P51843. AID 504766, 2011. HEK293 Gal4-DAX1 luciferase reporter;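 active = inhibition above the mean over all tested compounds plus 3 SD, cut at about 4.2% in these data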;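 also: 0% = DAX1-transfected cells with DMSO and 100% = empty-vector control cells with DMSO; inhibition shows as a rise in luminescence from relieved DAX1 repression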
Target sequence (P51843 207-470 limits assumed): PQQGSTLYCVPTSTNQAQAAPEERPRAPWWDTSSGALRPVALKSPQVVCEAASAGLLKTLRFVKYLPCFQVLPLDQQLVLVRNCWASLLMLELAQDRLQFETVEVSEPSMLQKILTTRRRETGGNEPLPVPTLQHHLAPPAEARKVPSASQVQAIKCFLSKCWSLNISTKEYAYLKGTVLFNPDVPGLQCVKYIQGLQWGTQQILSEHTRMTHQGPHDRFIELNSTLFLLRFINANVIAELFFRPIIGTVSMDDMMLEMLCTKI
Numbers without * were called inactive; . = no result given.

SMILES,proKLK7 act,DAX1 inh-1,ssDAF12 agonist,hcDAF-12 act,GC-B act,hgDAF12 agonist,SMARCA2 act,FXN GAA850 act,sPLA2-III inh,NPR1 activator,DAX1 inh-2
O=C(Nc1ccccc1C(=O)Nc1ccccc1)c1cccs1,0.7,-0.5,-1.0,-0.6,1,0.0,0,-1.2,-5,4,3.5
CC(=O)Nc1ccc(NC(=O)CN(c2cccc([N+](=O)[O-])c2)S(C)(=O)=O)cc1,-0.4,-3.6,-1.2,-1.8,-4,-3.4,0,2.9,1,2,-4.5
Cc1c(OC(C)C(=O)N[C@H](C(=O)O)c2ccccc2)ccc2c3c(c(=O)oc12)CCCC3 (some centres not stated),-13,-0.7,-1.2,0.5,-6,2.4,-1,-1.2,0,3,1.1
O=C(Cn1cnc2ccccc2c1=O)Nc1ccc(S(=O)(=O)N2CCCC2)cc1,0.3,-0.5,-0.8,2.0,-10,0.1,-2,-0.1,0,3,1.3
CCOc1cccc(NC(=O)c2cnccc2C(F)(F)F)c1,-0.7,-0.6,-1.6,1.0,7,-0.9,-3,0.0,1,2,-0.7
CCOc1ccccc1CN1CCN(Cc2cn(C)nc2-c2ccccc2)CC1CCO (configuration not stated),-0.7,-0.6,-1.4,1.9,-14,-3.2,0,-0.7,-11,-16,0.6
CCOC(=O)C1(C)CCCN1C(=O)c1ccc(OC)cc1 (configuration not stated),-0.2,1.1,-1.3,-0.8,4,-1.2,1,-1.0,8,3,.
Cc1cccc(C)c1OCC(O)CNS(=O)(=O)c1ccccc1C(=O)N1CCCCC1 (configuration not stated),0.8,-0.7,-1.0,-0.3,1,-0.8,-2,-0.5,-5,0,-1.1
Cc1ccc2nc(-c3ccc(N)cc3)sc2c1,11,4.2*,1.6*,11*,0,8.6,3,0.0,8,5,.
COc1cc(OC)cc(C(=O)Nc2ccc(S(=O)(=O)Nc3cc(C)on3)cc2)c1,0.1,0.6,-1.6,-3.0,1,-0.2,-2,0.8,-14,1,-0.2
COc1ccc(Cl)cc1NC(=O)COC(=O)C1CC(=O)N(Cc2ccccc2)C1 (configuration not stated),0.2,0.1,-0.2,0.9,-7,-0.3,-1,-1.1,1,-5,1.3
Cc1cccc(C(C(=O)NCc2ccc(F)cc2)N(C(=O)c2csnn2)C2CC2)c1 (configuration not stated),0.2,-0.2,-1.2,-0.5,0,-0.6,-2,-0.6,5,-5,-1.9
O=C(Cn1nc(-c2ccccc2)ccc1=O)N1CCCCC1,0.1,0.7,-0.4,-0.1,5,-0.4,-2,0.3,4,2,-0.1
CCCOc1ccc(C(=O)Nc2ccc(N3CCN(C(=O)c4ccco4)CC3)cc2)cc1,-0.3,0.7,-0.9,-2.5,6,0.4,-3,0.2,-3,-1,0.4
Cc1cc(OCC(=O)N2CCC(O)(c3ccc(Cl)cc3)CC2)c2c(C)cc(=O)oc2c1,-1.4,0.3,-0.6,1.1,-18,-0.1,-1,0.6,9,-36,0.3
Cc1cc(C)nc(NC(=O)C(c2ccccc2)c2ccccc2)n1,0.3,0.0,-1.7,-1.2,-8,1.6,-4,0.3,-2,-11,1.1
Cc1cccc(CN2CCc3c(OCC(=O)N4CCCc5ccccc54)cccc3C2=O)c1,0.3,-0.4,-1.9,-3.4,14,-4.3,-5,3.0,-2,6,-0.6
O=C(NNc1c(Cl)cncc1Cl)c1sccc1Cl,-0.5,0.4,-1.4,0.1,-2,0.4,-6,-0.8,19,5,3.1
CCOC(=O)C1CCCN(C(=O)c2cc(-c3ccc(C)cc3)on2)C1 (configuration not stated),-0.1,0.0,-1.6,-0.6,-4,-2.0,-3,-3.1,-6,4,-0.2
COc1cccc(C(=O)NCC2CCN(C(=O)C(=O)c3cc4ccccc4o3)CC2)c1,0.6,1.4,-0.8,-1.7,-8,-0.3,-8,.,4,-4,.
COc1ccccc1CNc1ccc(N2CCOCC2)c(C(=O)O)c1,-32,-0.3,-1.1,-1.0,1,-4.5,0,2.1,0,2,1.7
O=C1NC(=O)/C(=C\c2ccc(OCc3cnc(Cl)s3)cc2)S1,-0.2,-0.2,-0.6,0.0,-4,-0.1,-2,1.0,-2,6,-0.8
CC(C)(C)n1nnnc1C(c1cccs1)N(Cc1ccccc1)Cc1ccco1 (configuration not stated),1.2,-0.8,-1.5,-0.7,-17,3.6,-2,5.7,-3,-15,-1.3
Cc1ccc(CC#N)c(-c2c(CC#N)ccc(C)c2C)c1C,0.4,0.1,-1.1,-2.3,-8,-2.6,-2,-2.2,-11,-2,-0.5
CN(C)/C=C1/Sc2ccccc2C1=O,11,-1.1,0.1,2.6,-1,2.1,4,0.9,-6,-3,1.4
COc1ccc(Br)cc1C(=O)Nc1cccc2ncccc12,0.1,-0.9,-1.5,-1.1,-3,3.2,0,2.0,-2,-1,-0.9
O=C1NC(c2ccccc2)CCC1(Cl)Cl (configuration not stated),0.3,0.0,-1.8,0.6,6,-4.9,4,0.2,-3,2,0.3
CN(C)/C=C1\C(=O)N(c2ccc(Cl)c(Cl)c2)CS1(=O)=O,-0.9,0.7,-1.0,2.5,2,0.5,-1,3.8,2,1,2.3
Nn1cc(-c2ccccc2)nc1SCC(=O)Nc1cccc(S(N)(=O)=O)c1,0.7,0.1,-1.0,-1.9,2,0.7,3,2.2,-11,3,-0.1
COCCNC(=O)C1(C)CCCN(C(=O)c2ccc(-c3ccccc3)cc2)C1 (configuration not stated),-0.3,0.0,-1.4,-1.6,0,-2.2,1,-0.8,5,1,.
O=C(c1ccccc1)c1ccc2nc(N3CCN(C(=O)c4ccco4)CC3)c3nncn3c2c1,-0.9,-3.5,-1.8,-2.9,4,-2.2,-2,-1.1,6,8,-0.3
Cc1ccc(Nc2nc(-c3sc(N)nc3C)cs2)cc1,0.1,1.4,0.4,5.8*,0,5.1,0,4.0,1,-8,2.0
CC(=O)N1CCN(Cc2cc(=O)oc3cc(C)cc(C)c23)CC1,-1.0,-1.0,-1.1,-0.5,1,-0.4,-4,.,9,-4,.
CCN(CC)CCN(Cc1cc2cc3c(cc2[nH]c1=O)OCCO3)C(=S)NCCOC,3.8,-0.6,0.1,1.8,2,-1.0,2,-0.1,11,3,2.4
CCCCn1c(N)c(N(CC(C)C)C(=O)C2CC(=O)N(c3ccc(CC)cc3)C2)c(=O)[nH]c1=O (configuration not stated),-0.2,0.9,-0.8,0.1,1,-1.9,-2,2.5,10,3,0.9
Cc1cc(-c2ccccc2)n2ncnc2n1,0.3,0.3,-1.1,-0.7,1,1.5,2,0.3,-2,0,0.4
O=C(Nc1ccc(-c2cnco2)cc1)c1ccccc1,-0.1,1.6,0.3,2.6,-4,6.8,4,2.3,1,1,3.5
COC(=O)C1=C(C(=O)c2ccccc2)C(c2ccccc2)n2nnnc2N1 (configuration not stated),0.4,1.2,-1.2,-1.4,2,1.7,-3,4.7,-2,3,-0.7
O=C(CN1CCOCC1)NCc1cc([N+](=O)[O-])ccc1O,-0.7,0.0,-0.4,-1.2,3,0.2,-1,-0.2,0,2,-0.4
CCN(CC)C(=O)C1CCC(CNS(=O)(=O)c2cccc3cccnc23)CC1 (configuration not stated),-0.6,-1.1,-0.8,-0.8,-3,2.4,0,-1.1,-4,2,0.8
CCCN1CCN(CCCNC(=O)CN2C(=O)c3cccnc3Oc3ccc(Cl)cc32)CC1,-1.1,0.5,-0.2,-0.6,-5,-1.7,-3,0.6,14,1,0.5

Arranged by heavy-atom count (smallest number first): three of the compounds above
SMILES,proKLK7 act,DAX1 inh-1,ssDAF12 agonist,hcDAF-12 act,GC-B act,hgDAF12 agonist,SMARCA2 act,FXN GAA850 act,sPLA2-III inh,NPR1 activator,DAX1 inh-2
COC(=O)C1=C(C(=O)c2ccccc2)C(c2ccccc2)n2nnnc2N1 (configuration not stated),0.4,1.2,-1.2,-1.4,2,1.7,-3,4.7,-2,3,-0.7
CCN(CC)CCN(Cc1cc2cc3c(cc2[nH]c1=O)OCCO3)C(=S)NCCOC,3.8,-0.6,0.1,1.8,2,-1.0,2,-0.1,11,3,2.4
CCCN1CCN(CCCNC(=O)CN2C(=O)c3cccnc3Oc3ccc(Cl)cc32)CC1,-1.1,0.5,-0.2,-0.6,-5,-1.7,-3,0.6,14,1,0.5

Just hcDAF-12 act and ssDAF12 agonist (3 entries from above):
Compound,hcDAF-12 act,ssDAF12 agonist
Cc1cc(-c2ccccc2)n2ncnc2n1,-0.7,-1.1
O=C(Nc1ccc(-c2cnco2)cc1)c1ccccc1,2.6,0.3
COC(=O)C1=C(C(=O)c2ccccc2)C(c2ccccc2)n2nnnc2N1 (configuration not stated),-1.4,-1.2
